High-throughput results (PubChem)
RXFP1 antag: antagonists of human relaxin receptor RXFP1; hit rate 0.59% among 350,000; activity change, negative = inhibition, % at 57.5 µM; HEK293-RXFP1, relaxin-stimulated cAMP HTRF, 30 min; active compounds read low;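 active = activity change of -60% or lower, but not beyond a set lower limit; inconclusive = change between -60% and -40%, or beyond the set limit; inactive = change above -40%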; also: % is scaled to controls: 0 for no effect and ±100 for the full control effect
D2 antag: antagonizes the human D2 dopamine receptor; P14416; HEK293 TREx D2 cells, calcium flux, dopamine EC80; inhibition, % at 10 µM; hit rate 2% among 340,000; AID 485344; in the data active = inhibition above about 30%; also: 0% is about no effect
Target sequence (P14416 whole entry, looked up): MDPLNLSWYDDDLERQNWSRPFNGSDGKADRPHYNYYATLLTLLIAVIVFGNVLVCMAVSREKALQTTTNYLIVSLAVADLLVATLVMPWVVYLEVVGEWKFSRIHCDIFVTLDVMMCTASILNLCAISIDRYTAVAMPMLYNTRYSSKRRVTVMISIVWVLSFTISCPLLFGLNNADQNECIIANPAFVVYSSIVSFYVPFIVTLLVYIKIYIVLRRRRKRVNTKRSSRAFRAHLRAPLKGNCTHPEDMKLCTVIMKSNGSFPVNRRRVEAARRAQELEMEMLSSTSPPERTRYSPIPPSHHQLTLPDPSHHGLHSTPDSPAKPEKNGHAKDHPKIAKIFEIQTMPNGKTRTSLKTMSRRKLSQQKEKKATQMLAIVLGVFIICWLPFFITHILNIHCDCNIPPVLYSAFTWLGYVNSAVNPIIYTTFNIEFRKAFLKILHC
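Calcium flux kinetic readout in an inducible HEK293 TREx D2 line plated overnight at 30 C. After 180 s compound exposure, an EC80 dopamine challenge follows with another 180 s kinetic read to detect antagonism.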
D2 agonist: D2 dopamine receptor (human) agonism | P14416 | HEK293 T-REx D2 cells, calcium flux agonist mode | activation, % at 2 µM | hit rate 0.53% among 340,000 | AID 485358;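 active = activation over 3 SD above normal in the single-dose calcium agonist read, cut at about 30% in these data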; also: 0% is about no effect
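Agonism is scored from calcium flux in a force-coupled, inducible HEK293 cell line expressing D2, read kinetically for 180 s after compound addition against dopamine controls.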
TRHR enhancer: allosterically enhances the human TRH receptor | P34981 | TRHR cells, fluo-8 calcium fluorescence, EC20 TRH enhancement | enhancement, % at 2 µM | hit rate 0.66% among 360,000 | AID 493056; in the data active = enhancement above about 30%; also: 0% is about no effect
Target sequence (P34981 whole entry, looked up): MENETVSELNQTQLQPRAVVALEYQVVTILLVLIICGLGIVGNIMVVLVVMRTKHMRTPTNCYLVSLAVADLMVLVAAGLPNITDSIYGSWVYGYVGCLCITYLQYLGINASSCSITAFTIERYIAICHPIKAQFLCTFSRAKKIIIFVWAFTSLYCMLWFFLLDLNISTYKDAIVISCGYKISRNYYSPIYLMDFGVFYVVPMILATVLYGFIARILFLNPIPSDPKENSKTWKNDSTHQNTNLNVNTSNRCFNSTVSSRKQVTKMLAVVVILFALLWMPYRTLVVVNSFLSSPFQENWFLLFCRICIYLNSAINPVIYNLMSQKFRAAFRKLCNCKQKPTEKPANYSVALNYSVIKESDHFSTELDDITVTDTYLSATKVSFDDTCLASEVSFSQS
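TRHR-expressing cells loaded with fluo-8 calcium dye were read kinetically (ex 480/em 530) during compound addition, then stimulated with an EC20 of TRH (10 nM final). Enhancement of the Gq-mediated intracellular calcium response was scored.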
TRHR ag: TRH receptor (human) agonism. P34981. TRHR cells, calcium flux fluo-8, FDSS agonist mode. activation, % at 2 µM. hit rate 0.18% among 360,000. AID 493084; also: 0% is about no effect
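Fluo-8-loaded TRHR cells; 10 s baseline, compound added, kinetic Ca2+ fluorescence read 1/s, agonist mode.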
D1 agonist: human D1 receptor agonism; AID 504660; activation, % at 2 µM; P21728; hit rate 1% among 360,000; HEK293 T-REx D1 cells, calcium flux, agonist mode; also: 0% is about no effect
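Inducible HEK293 T-REx D1 cells, force-coupled to calcium signalling, were plated at 4000 cells/well with tetracycline and held overnight at 30 C. After no-wash calcium dye loading, compound-evoked calcium rise over 180 s flagged agonists.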
D1 antagonist: blocks dopamine activation of the human D1 receptor. P21728. HEK293 TREx D1 cells, calcium flux, dopamine EC80; active compounds read low. activity change, negative = inhibition, % at 10 µM. hit rate 3.2% among 360,000. AID 504652; in the data active = activity change below about -30%; also: % is scaled to controls: 0 for no effect and ±100 for the full control effect
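Tetracycline-induced HEK293 T-REx cells with force-coupled D1 receptor were loaded with a no-wash calcium dye. Compound was added after a 10 s baseline and read kinetically for 180 s; EC80 dopamine was then added and calcium flux followed another 180 s.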
D2 potentiator: positive allosteric modulators of human D2 dopamine receptor; HEK293 T-REx D2, calcium flux, EC20 dopamine potentiation; potentiation, % at 10 µM; hit rate 0.34% among 340,000; AID 485347;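 active = potentiation over 3 SD above the plate norm, cut at about 30% in these data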; also: 0% is about no effect
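Calcium flux readout, no-wash dye, 1 read/s. Inducible HEK293 Trex D2 line, overnight 30 C. Compound alone 180 s (agonist flags), then EC20 dopamine, another 180 s to score potentiation.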
D1 PAM: potentiators of human D1 dopamine receptor. P21728. HEK293 TREx D1 cells, calcium flux, dopamine EC20 potentiation. potentiation, % at 10 µM. hit rate 0.036% among 360,000. AID 504651; in the data active = potentiation above about 30%; also: 0% is about no effect
* hit, by the source's call; ? = inconclusive; nt = not tested or not shown. Rule as the data show it, unless noted: active = activation above about 30%; inactive = the rest.

SMILES	RXFP1 antag	D2 antag	D2 agonist	TRHR enhancer	TRHR ag	D1 agonist	D1 antagonist	D2 potentiator	D1 PAM
O=C(Nc1ccc(N2CCOCC2)cc1)c1ccc(-c2ccccc2[N+](=O)[O-])o1	-27	nt	nt	10	-0.9	0	-5	-26	-5
Cc1ccnc(N2CCCC(C(=O)Nc3cc(F)ccc3C)C2)n1 (configuration not stated)	-6	4	0.1	2	-0.5	1	6	-6	2
CCCc1cc(=O)[nH]c(SCC(=O)Nc2ccccc2C#N)n1	-6	13	0.1	0	-0.2	1	13	-3	-7
Cc1cccc(C(=O)N/C(=C/c2ccco2)C(=O)N2CCCCCC2)c1	-15	26	-0.6	1	-0.1	1	-11	-2	2
N#Cc1c(NC(=O)CSc2ncc(-c3ccccc3)n2CC2CCCO2)sc2c1CCCC2 (configuration not stated)	-2	4	0.1	2	0.8	3	3	6	-3
FC(F)C(F)(F)C(F)(F)C(F)(F)c1cc(-c2ccccc2)n[nH]1	-35	3	2.5	-8	4.0	13	-22	-15	-5
COc1ccc(CC(=O)O/N=C(\N)c2ccncc2)cc1	8	2	-0.4	3	-0.2	6	-13	6	0
COc1cc(CC(=O)Nc2cccc(C(F)(F)F)c2)cc(OC)c1OC	6	6	-0.9	-1	-0.1	14	-20	-11	-1
O=C(Nc1cccc(C(F)(F)F)c1)C1CCCN(S(=O)(=O)c2cnc[nH]2)C1 (configuration not stated)	-7	0	0.1	6	0.4	-1	-11	-24	2
COc1ccc(Cl)cc1NC(=O)C(C)Sc1nnc(C2CC2)n1C1CC1 (configuration not stated)	-5	-10	-1.5	-6	-0.5	1	9	19	-6
Nc1nc(N)nc(-c2ccccc2O)n1	10	-5	1.6	3	0.3	3	18	6	0
CCc1nc(-c2ccccc2)c2ccccn12	-9	-8	-0.8	8	0.3	9	2	15	nt
Cn1cnnc1SCC(=O)Nc1sccc1C#N	-2	1	0.7	-6	1.0	3	-7	5	-6
O=C(Cn1cc(CNCc2ccccc2)nn1)Nc1cc(C(F)(F)F)ccc1Cl	nt	nt	nt	3	0.0	3	0	nt	-6
CN1CCN(c2ccc(NC(=O)c3ccc(Oc4ccccc4)cc3)cc2)CC1	-5	-12	1.2	0	-0.9	11	-58*	0	nt
CCc1nnc(NC(=O)c2cccc(S(=O)(=O)N3CCCCC3)c2)s1	-17	4	0.8	3	-0.3	1	1	13	-8
C/C(=N\NC(=O)COc1ccc(C(C)(C)C)cc1)c1ccc2c(c1)OCCO2	nt	5	-0.8	1	0.2	4	4	8	2
CCn1c(=O)c2cc(C(=O)NCC(OC)OC)sc2c2ccccc21	2	-15	0.8	1	0.8	2	3	1	5
Cc1cc(C)n(-c2n[nH]c(C)c2[N+](=O)[O-])n1	-2	6	-0.5	9	-0.1	1	4	14	1
COCCNCCOc1ccc(C)cc1[N+](=O)[O-]	10	3	-0.4	-8	-0.7	6	-11	-50	0

Compounds shown so far that have a nitro group on carbon (3):
SMILES	RXFP1 antag	D2 antag	D2 agonist	TRHR enhancer	TRHR ag	D1 agonist	D1 antagonist	D2 potentiator	D1 PAM
O=C(Nc1ccc(N2CCOCC2)cc1)c1ccc(-c2ccccc2[N+](=O)[O-])o1	-27	nt	nt	10	-0.9	0	-5	-26	-5
Cc1cc(C)n(-c2n[nH]c(C)c2[N+](=O)[O-])n1	-2	6	-0.5	9	-0.1	1	4	14	1
COCCNCCOc1ccc(C)cc1[N+](=O)[O-]	10	3	-0.4	-8	-0.7	6	-11	-50	0

The listing continues.
SMILES	RXFP1 antag	D2 antag	D2 agonist	TRHR enhancer	TRHR ag	D1 agonist	D1 antagonist	D2 potentiator	D1 PAM
CCS(=O)c1ccccc1C(=O)O (configuration not stated)	11	5	-1.1	1	-2.5	7	-10	9	-6
Cc1sc2ncnc(Nc3ccccc3)c2c1C	-3	16	-1.0	0	-0.9	3	-5	-1	-1
C/C(=N\NC(=O)CSCc1ccccc1Br)c1cccc([N+](=O)[O-])c1	nt	2	-0.9	1	0.6	6	0	21	-5
COc1cc(CN2CCC(CO)(CCOc3ccccc3)CC2)cc(OC)c1	3	-37	0.4	0	0.7	17	37	-20	-1
COc1ccc(CN2CCc3nc(Nc4ccccc4)ncc3C2)c(OC)c1OC	-16	nt	-0.5	-2	1.0	2	-4	nt	0
O=C(NCc1ccco1)NCC(F)(F)F	-5	11	0.1	0	0.4	4	-7	8	0
O=C(c1ccc2c(c1)N(Cc1ccc(Cl)cc1)C(=O)c1ccccc1S2(=O)=O)N1CCC(Cc2ccccc2)CC1	nt	nt	nt	-11	0.4	7	-14	-3	-2
CCOc1ccc(N2CC(C(=O)NCc3ccccn3)CC2=O)cc1 (configuration not stated)	-12	3	-0.4	11	0.0	2	7	-5	2
O=C(c1ccc(CSc2nc3ccncc3n2Cc2cccc(F)c2)cc1)N1CCCCC1	-5	nt	0.4	0	-1.7	-2	-4	23	2
CC12COC3(C(=O)Nc4ccc(F)cc4)CC1CCC32C (configuration not stated)	-1	-16	0.8	2	-1.2	1	10	10	2

Ordered by the number under TRHR ag (largest number first): 3 of the compounds above.
SMILES | TRHR ag
C/C(=N\NC(=O)CSCc1ccccc1Br)c1cccc([N+](=O)[O-])c1 | 0.6
CCOc1ccc(N2CC(C(=O)NCc3ccccn3)CC2=O)cc1 (configuration not stated) | 0.0
Cc1sc2ncnc(Nc3ccccc3)c2c1C | -0.9

The list goes on.
SMILES	RXFP1 antag	D2 antag	D2 agonist	TRHR enhancer	TRHR ag	D1 agonist	D1 antagonist	D2 potentiator	D1 PAM
CC(C)(C)c1nnc2sc(SC/C(O)=C(\C#N)c3nc4ccccc4[nH]3)nn2c1=O	-8	-28	0.6	-5	-0.3	1	8	0	-4
COc1ccc(C(=O)C2CCCN(C(=O)c3cnsn3)C2)c(C)c1 (configuration not stated)	10	9	0.4	12	-0.6	3	22	-11	8
CCc1nnc(NC(=O)c2ccc3ncsc3c2)s1	6	3	0.3	-3	0.2	0	9	-9	0
Cc1cc(O)c(C=Nc2ccc(Cl)cn2)c(=O)o1	3	1	1.0	14	-0.3	0	10	11	-2
O=C(Cc1ccc(Cl)cc1)Nc1ccc(Br)cn1	-14	-3	-2.2	2	-0.5	1	2	-14	-4
NC(=O)CN1CCN(c2nc(-c3ccc(F)cc3)cs2)CC1	-5	-2	0.5	-1	-0.3	6	1	11	-3
CC(=O)c1cccc(NC(=S)NC(=O)c2ccccc2Cl)c1	15	-2	-1.3	5	-0.4	6	-31*	16	-3
CN(CC1CCCO1)S(=O)(=O)c1ccc(C(=O)Nc2ccc(F)cc2)cc1 (configuration not stated)	5	-4	0.1	-1	-0.3	11	-42*	-5	-7
Nc1cc(=O)[nH]c(SCC(=O)N2CCCCC2)n1	-3	-13	-0.6	8	0.4	1	13	-11	-1
Cc1nc(-c2c(-c3ccc(O)cc3O)noc2C(F)(F)F)cs1	-16	-32	1.7	-2	0.1	3	-26	-13	-2
O=c1oc2ccccc2cc1C1=Nn2c(nnc2-c2cccnc2)SC1	15	7	0.1	-2	-0.5	1	-4	3	-10
NS(=O)(=O)c1ccc(NCc2cc(Cl)ccc2OCc2ccc(F)cc2)cc1	-25	nt	nt	-2	-0.3	2	-5	nt	0
COc1ccc(N2CC(C(=O)Nc3nc4ccc(S(C)(=O)=O)cc4s3)CC2=O)cc1 (configuration not stated)	-15	0	0.4	22	-0.5	-1	-5	9	-2
Cc1cccc(-n2ncc3c(Nc4ccc(F)cc4)ncnc32)c1	nt	-4	0.4	7	1.5	0	-49*	19	-17
O=S(=O)(c1ccccc1C(F)(F)F)N1CCOCC1	5	19	-1.7	5	-0.2	4	-7	0	-1
c1csc(C2Nc3cccc4cccc(c34)N2)c1	-20	-17	-0.8	2	0.2	2	-20	-6	-2
CCc1ccc2c(c1)[C@H]1OCC[C@H]1[C@@H](c1cccs1)N2	?	2	-1.9	12	0.2	5	-4	7	-7
COc1cc(OC)c(OC)cc1CN1CCN(Cc2cccc(F)c2)CC1	-3	4	0.5	1	0.6	1	-19	2	-1
CC1CCCCC1NC(=O)COC(=O)CN1C(=O)c2ccccc2C1=O (configuration not stated)	-3	3	0.0	10	-0.1	2	3	-13	7
C=CCn1c(NC(=O)c2ccco2)c(S(=O)(=O)c2ccccc2)c2nc3ccccc3nc21	nt	6	0.3	7	0.8	3	7	7	1
O=C(CN1CCN(C(=O)c2ccccc2)CC1)Nc1cc(S(=O)(=O)N2CCCC2)ccc1Cl	0	15	-0.2	3	-0.4	1	-7	-6	0
Cc1c(C)[n+](=O)c(-c2ccc(F)cc2)c(C)n1[O-]	-12	-8	1.4	1	0.5	2	-7	1	0
CC1CC(Nc2ccccc2)c2ccccc2N1C(=O)c1ccncc1 (configuration not stated)	-1	0	0.7	31*	-0.3	1	1	10	1
Cc1cc2c(c(=O)n1C)C(C(C)C)C(C#N)=C(N)O2 (configuration not stated)	nt	6	0.8	-1	0.0	0	-18	18	-4
O=C(COc1cc(Cl)c(Cl)cc1Cl)Nc1cccc(O)c1	-6	-17	1.0	-5	-0.5	3	-22	-6	1
Cc1ccc(Cl)cc1N1CCN(C(=O)c2ccc(CS(=O)Cc3ccc(Cl)cc3)o2)CC1 (configuration not stated)	-14	-7	0.5	3	0.4	3	14	1	2
CNC(=O)CSc1nc2c(c(=O)n(C)c(=O)n2C)n1Cc1ccc(C)cc1	0	nt	nt	10	0.0	0	1	nt	-2
Cc1ccc(-c2nnn(CC(=O)N(Cc3ccccc3F)C(C(=O)NC3CCCC3)c3ccncc3)n2)o1 (configuration not stated)	6	nt	nt	6	0.1	1	10	nt	-2
COC(=O)c1cc(C(=O)NC(C)(C)CC(C)(C)C)cc([N+](=O)[O-])c1	5	-2	-2.5	-1	-0.6	5	-5	4	10
O=C(c1nc2ncccn2n1)N1CCc2ccccc2C1	4	nt	nt	2	-0.2	0	6	nt	1
Cc1ccccc1Cn1c(NC2CCCC2)nc2c1c(=O)[nH]c(=O)n2C	-1	-1	-1.9	0	0.7	0	-18	-5	4
O=C(CN1C2CCCC1CC(NC(=O)C1CCCCC1)C2)Nc1ccccc1 (configuration not stated)	-4	15	0.6	-4	-0.1	0	-4	-4	1
Cc1nn(-c2ccccc2)c(C)c1/C=N/NC(=O)c1cnccn1	-4	15	1.0	15	1.0	1	6	2	-9
CC1(C)C(=O)N(c2ccccc2F)C(=O)c2ccccc21	-3	-6	0.9	-2	-0.4	2	8	nt	-5
CC1CCN(c2nc3ccc(C(=O)NCc4ccccc4Cl)cc3s2)CC1	nt	nt	0.5	-5	0.7	5	1	-1	0
COc1ccc(Cn2c(CO)cnc2SCC(=O)Nc2cc(C)on2)cc1	-10	-6	0.3	18	0.9	0	-7	6	0
COC(=O)c1ccc2c(=O)n(Cc3ccc(C(=O)NC(C)C)cc3)c(=S)[nH]c2c1	-12	4	1.0	-4	0.0	1	-3	-7	-3
CN(C)S(=O)(=O)c1cccc(NC(=O)CN2C(=O)NC3(CCc4ccccc4C3)C2=O)c1 (configuration not stated)	-3	21	0.7	12	1.2	1	-4	-12	1
